High-throughput results from PubChem.
TCR CD3 inh: human TCR-CD3 binding inhibition; hit rate 0.37% among 360,000; TAMRA-labeled TCR probe fluorescence, biochemical; inhibition, % at 9.4 µM; in the data active = inhibition above about 19%;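 also: recombinant mutant TCR 2C K166C tagged with TAMRA read by polarization; 0% = receptor in buffer alone and 100% = receptor with positive control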
TDP2 inh: blocks human TDP2 phosphodiesterase activity | recombinant TDP2, T5PNP hydrolysis, p-nitrophenol absorbance 415 nm | inhibition, % at 12.8 µM | hit rate 0.34% among 370,000 | AID 720702;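 active = inhibition above the mean of all tested compounds plus 3 SD, set per campaign, cut at about 25% in these data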;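 also: 0% = DMSO with enzyme and 100% = buffer with substrate but no TDP2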
Target sequence (O95551 whole entry, looked up): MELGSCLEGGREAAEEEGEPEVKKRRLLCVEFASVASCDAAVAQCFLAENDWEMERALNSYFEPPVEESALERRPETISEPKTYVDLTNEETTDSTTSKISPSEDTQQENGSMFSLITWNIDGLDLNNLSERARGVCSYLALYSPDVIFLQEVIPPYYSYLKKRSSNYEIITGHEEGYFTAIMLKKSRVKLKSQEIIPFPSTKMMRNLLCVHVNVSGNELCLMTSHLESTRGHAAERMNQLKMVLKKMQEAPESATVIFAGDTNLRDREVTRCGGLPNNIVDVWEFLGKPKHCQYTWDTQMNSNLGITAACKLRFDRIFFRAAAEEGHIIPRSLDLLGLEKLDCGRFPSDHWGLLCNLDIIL
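System – recombinant human TDP2 · Quantity – TDP2 enzyme at 120 nM final · Doses – single concentration, 12.8 µM nominal, with 1% DMSO · Incubation – 2 h at 37 °C · Measured by – epi absorbance of p-nitrophenol freed from T5PNP by hydrolysis · Read-out – % inhibition relative to enzyme-containing and enzyme-free wells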
LEDGF integ inh: blocks HIV-1 LEDGF/p75-dependent DNA integration | AID 743269 | TR-FRET IN-LEDGF/p75 DNA integration, Eu/Cy5 | inhibition, % at 3.7 µM | hit rate 0.64% among 370,000;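 active = inhibition above the screen-wide mean plus 3 SD, cut at about 13% in these data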;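 also: signal is the Cy5 over europium emission ratio at 671 and 618 nm; 0% = plate median of compound wells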
NPR2 activator: GC-B (human) receptor activation; P20594; AID 1920062; hit rate 0.11% among 370,000; activation, % at 10 µM; HEK293-GC-B cells, CNP EC30, cGMP TR-FRET; 0% at EC30 CNP, 100% saturating CNP;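 active = activation at 10 µM reaching about 35% in either raw or pattern-adjusted values, limit read from the data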
SIAE primary: human SIAE inhibition, primary screen. Q9HAT2. inhibition, % at 9.66 µM. hit rate 0.69% among 370,000. AID 1053197. SIAE FP-Rh probe binding, fluorescence polarization;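 active = inhibition above a cutoff: mean of compounds within the control limits plus 3 SD of those, cut at about 17% in these data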;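 also: 0% = plate median of compound wells and 100% = probe without SIAE protein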
rCAG RNA binder: binds r(CAG) RNA repeats. inhibition, % at 3 µM. r(CAG) RNA repeat, TO-PRO-1 dye displacement fluorescence. hit rate 1.3% among 370,000;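 active = inhibition above the plate cutoff, the mean of all test compounds on that plate plus 3 SD, cut at about 35% in these data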;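 also: 0% = DMSO alone and 100% = 100 µM mitoxantrone as full dye displacement; higher means more dye released from RNA so lower well fluorescence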
HTRA1 inh: HTRA1 (human) protease inhibition. inhibition, % at 5.96 µM. hit rate 0.5% among 340,000. Q92743. recombinant HTRA1, FP-rhodamine activity-based probe, fluorescence polarization; in the data active = inhibition above about 36%;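 also: 0% = enzyme with DMSO and 100% = wells lacking enzyme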
mABHD4 FP: inhibitors of mouse ABHD4. Q8VD66. purified mABHD4, FP-Rh probe fluorescence polarization. inhibition, % at 8.92 µM. hit rate 0.54% among 370,000. AID 720543;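 active = inhibition exceeding the mean over every tested compound plus 3 SD, cut at about 30% in these data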;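 also: 0% = plate median of compound wells and 100% = S159A mutant with DMSO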
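Assay system: mABHD4 protein; medium: HEPES pH 7.0, NaCl, Pluronic buffer; dosing: 8.92 µM, single dose; schedule: 45 min + 60 min at 25 °C; signal: FP readout, ex 525 nm / em 598 nm; read-out: normalized percent inhibition of probe labeling; repeats: single replicate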
MBD2 inh: MBD2-methylated oligo binding inhibition; Q9UBB5; AID 686964; inhibition, % at 4.4 µM; hit rate 0.31% among 370,000; TR-FRET, MBD2 binding to methylated oligonucleotide; in the data active = inhibition above about 13%
Target sequence (Q9UBB5 whole entry, looked up): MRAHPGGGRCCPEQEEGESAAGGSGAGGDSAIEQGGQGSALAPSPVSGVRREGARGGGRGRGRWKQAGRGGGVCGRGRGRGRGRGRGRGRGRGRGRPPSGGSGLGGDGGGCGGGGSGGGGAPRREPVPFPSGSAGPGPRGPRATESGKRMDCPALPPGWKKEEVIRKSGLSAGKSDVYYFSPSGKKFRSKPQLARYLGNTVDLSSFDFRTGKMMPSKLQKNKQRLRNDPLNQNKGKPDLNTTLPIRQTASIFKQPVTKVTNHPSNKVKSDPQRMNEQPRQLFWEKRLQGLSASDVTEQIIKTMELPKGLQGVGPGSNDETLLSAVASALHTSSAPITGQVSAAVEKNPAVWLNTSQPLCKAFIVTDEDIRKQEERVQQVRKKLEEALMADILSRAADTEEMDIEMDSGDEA
PRMT1 FP inh: blocks human protein arginine methyltransferase 1 | Q99873 | recombinant PRMT1, activity-based probe fluorescence polarization | inhibition, % at 2.79 µM | hit rate 1.3% among 370,000 | AID 652257;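 active = inhibition above about 21% made by adding two undisclosed values, limit read from the data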
The depositor's hits bear a star; x = not tested or not shown.

no.	Molecule	TCR CD3 inh	TDP2 inh	LEDGF integ inh	NPR2 activator	SIAE primary	rCAG RNA binder	HTRA1 inh	mABHD4 FP	MBD2 inh	PRMT1 FP inh
1	Cc1nc2ccc(Cl)cc2c(=O)n1-c1ccccc1Cl	2	-11	1	-2	-1	-4	5	-2	0	-2
2	C[n+]1ccc(-c2ccccc2)c2ccccc21	-1	6	1	2	-1	2	0	7	1	-1
3	O=C(COc1ccc(Br)cc1)N1CCN(C2CCCC2)CC1	-2	3	2	1	-2	-10	2	3	-2	-2
4	Cc1ccc(N2C(=O)NC(=O)/C(=C\c3cnc(-c4ccccc4)nc3)C2=O)cc1	3	3	8	-1	-8	9	-14	6	1	1
5	O=C(COc1ccc2ccc(=O)oc2c1)N1C[C@H]2C[C@@H](C1)c1cccc(=O)n1C2	0	-5	-1	7	-4	0	-3	-5	4	5
6	O=P(O)(O)CN1CCNCCN(CP(=O)(O)O)CCNCC1	3	-4	-32	-3	1	1	6	-3	-5	-10
7	Cc1c(C)c2ccc(OCC(=O)N3CCC(C(=O)O)(c4ccccc4)CC3)c(C)c2oc1=O	7	-6	-3	3	-1	27	3	-2	1	0
8	CNC(=O)ON(C(=O)NC)C1N(C)C(=S)SC1(C)C (stereo not drawn)	4	1	-3	6	0	1	6	-3	-2	-1
9	C[C@]12CCC3[C@@H](CCC4=CC(=O)CC[C@@]43CO)C1CCC2=O (stereo partly drawn)	-3	10	-2	12	-2	-2	9	1	0	8
10	COC(=O)C(O)(c1c(C)[nH]c2ccccc12)C(F)(F)F (stereo not drawn)	9	-1	2	-4	-1	1	7	-3	4	0
11	Cn1c(O)c(C(c2ccccn2)c2c(O)n(C)c(=S)n(C)c2=O)c(=O)n(C)c1=S	0	-7	-1	-1	-9	6	-1	3	-4	27*
12	COc1ccc(NC(=O)N2CCC3(CC2)OCCO3)cc1OC	4	3	-2	-1	7	1	3	-12	-2	-2
13	CCC(C)n1c(O)c(C(c2ccccn2)c2c(O)n(C(C)CC)c(=S)[nH]c2=O)c(=O)[nH]c1=S (stereo not drawn)	-16	5	-3	4	-7	10	-1	0	0	10
14	CN1C(=O)CCC2(C)C1=CCC1C2CCC2(C)C1CCC2(C)O (stereo not drawn)	7	-1	0	3	1	3	5	-1	0	-2
15	O=C1CN=C(c2ccc(Cl)cc2)c2oc3ccccc3c2N1	-4	5	1	-2	-2	-1	x	3	-2	3

Given with one line to a screen: 14 of the compounds above.
#2 C[n+]1ccc(-c2ccccc2)c2ccccc21
#3 O=C(COc1ccc(Br)cc1)N1CCN(C2CCCC2)CC1
#4 Cc1ccc(N2C(=O)NC(=O)/C(=C\c3cnc(-c4ccccc4)nc3)C2=O)cc1
#5 O=C(COc1ccc2ccc(=O)oc2c1)N1C[C@H]2C[C@@H](C1)c1cccc(=O)n1C2
#6 O=P(O)(O)CN1CCNCCN(CP(=O)(O)O)CCNCC1
#7 Cc1c(C)c2ccc(OCC(=O)N3CCC(C(=O)O)(c4ccccc4)CC3)c(C)c2oc1=O
#8 CNC(=O)ON(C(=O)NC)C1N(C)C(=S)SC1(C)C (stereo not drawn)
#9 C[C@]12CCC3[C@@H](CCC4=CC(=O)CC[C@@]43CO)C1CCC2=O (stereo partly drawn)
#10 COC(=O)C(O)(c1c(C)[nH]c2ccccc12)C(F)(F)F (stereo not drawn)
#11 Cn1c(O)c(C(c2ccccn2)c2c(O)n(C)c(=S)n(C)c2=O)c(=O)n(C)c1=S
Assay by compound	2	3	4	5	6	7	8	9	10	11
TCR CD3 inh	-1	-2	3	0	3	7	4	-3	9	0
TDP2 inh	6	3	3	-5	-4	-6	1	10	-1	-7
LEDGF integ inh	1	2	8	-1	-32	-3	-3	-2	2	-1
NPR2 activator	2	1	-1	7	-3	3	6	12	-4	-1
SIAE primary	-1	-2	-8	-4	1	-1	0	-2	-1	-9
rCAG RNA binder	2	-10	9	0	1	27	1	-2	1	6
HTRA1 inh	0	2	-14	-3	6	3	6	9	7	-1
mABHD4 FP	7	3	6	-5	-3	-2	-3	1	-3	3
MBD2 inh	1	-2	1	4	-5	1	-2	0	4	-4
PRMT1 FP inh	-1	-2	1	5	-10	0	-1	8	0	27*

#12 COc1ccc(NC(=O)N2CCC3(CC2)OCCO3)cc1OC
#13 CCC(C)n1c(O)c(C(c2ccccn2)c2c(O)n(C(C)CC)c(=S)[nH]c2=O)c(=O)[nH]c1=S (stereo not drawn)
#14 CN1C(=O)CCC2(C)C1=CCC1C2CCC2(C)C1CCC2(C)O (stereo not drawn)
#15 O=C1CN=C(c2ccc(Cl)cc2)c2oc3ccccc3c2N1
Assay by compound	12	13	14	15
TCR CD3 inh	4	-16	7	-4
TDP2 inh	3	5	-1	5
LEDGF integ inh	-2	-3	0	1
NPR2 activator	-1	4	3	-2
SIAE primary	7	-7	1	-2
rCAG RNA binder	1	10	3	-1
HTRA1 inh	3	-1	5	x
mABHD4 FP	-12	0	-1	3
MBD2 inh	-2	0	0	-2
PRMT1 FP inh	-2	10	-2	3

Next compounds.
no.	Molecule	TCR CD3 inh	TDP2 inh	LEDGF integ inh	NPR2 activator	SIAE primary	rCAG RNA binder	HTRA1 inh	mABHD4 FP	MBD2 inh	PRMT1 FP inh
16	O=C(O)c1cc(S(=O)(=O)N2CC3CC(C2)c2cccc(=O)n2C3)ccc1F (stereo not drawn)	3	1	1	2	1	1	x	-4	-1	1
17	Cc1cccc(C)c1-n1nnnc1C(c1cc2ccccc2o1)N1CCC(n2c(=O)[nH]c3ccccc32)CC1 (stereo not drawn)	-7	3	-1	0	-13	9	x	-4	2	-3
18	Cc1ccc(OCC(=O)N2CCN(CC3CC4C=CC3C4)CC2)cc1 (stereo not drawn)	-4	10	1	3	3	3	-5	12	0	-1
19	Cc1cc(C(=O)C[N+]23CCN(CC2)CC3)c(C)n1-c1ccc(Br)cc1	-3	-1	-2	4	1	1	-3	1	2	-1
20	O=C(c1cc(-c2cccnc2)nc2ccc(Cl)cc12)N1CCC2(CC1)OCCO2	-5	1	5	9	-6	4	1	-9	10	2
21	CCCCn1nc(C)c(C(=O)O)c1Cl	-4	-4	-2	2	0	2	4	2	0	-2
22	COc1ccc(CN2CCCC(C(=O)c3ccc(Cl)cc3)C2)c(O)c1 (stereo not drawn)	10	4	3	-3	9	-9	-10	-5	-2	-2
23	CCC(C)N1C(=O)NC(=O)C2(Cc3cc(C)ccc3N(C)C2)C1=O (stereo not drawn)	1	-3	2	3	4	4	10	3	0	4
24	C=CCn1c(O)c(C(C)=NCC2CCCO2)c(=O)[nH]c1=O (stereo not drawn)	0	0	4	7	4	2	x	-1	-5	-9
25	Clc1ccc(COC(Cn2ccnc2)c2ccc(Cl)cc2Cl)cc1 (stereo not drawn)	7	-2	9	-10	6	0	-31	-1	0	-3
26	Cc1ccc(Cn2cc(C=O)c(-c3ccc(C)cc3)n2)cc1	1	0	-2	-6	-4	-4	-41	4	5	1
27	N/C(=N\[N+](=O)[O-])NCCCC(NC(=O)CNC(=O)c1ccccc1)C(=O)O (stereo not drawn)	1	-4	-3	6	0	-4	-2	-1	1	-3
28	CC(=NCc1cccnc1)c1c(O)n(-c2ccc(C)cc2)c(=O)[nH]c1=O	6	-2	3	6	-6	1	0	-5	2	-2
29	CC(C)CCn1c(=O)c(C(=O)Nc2ccccc2S(N)(=O)=O)c(O)c2ccccc21	2	-3	0	1	0	13	-4	-14	5	0
30	O=C(O)Cn1cc(/C=C2\C(=O)NC(=O)N(Cc3ccco3)C2=O)c2ccccc21	2	11	86*	-3	-7	45*	-11	-2	25*	27*

Limited to NPR2 activator and TCR CD3 inh, for some of the entries so far:
cpd | Molecule | NPR2 activator | TCR CD3 inh
29 | CC(C)CCn1c(=O)c(C(=O)Nc2ccccc2S(N)(=O)=O)c(O)c2ccccc21 | 1 | 2
25 | Clc1ccc(COC(Cn2ccnc2)c2ccc(Cl)cc2Cl)cc1 (stereo not drawn) | -10 | 7

(continued)
no.	Molecule	TCR CD3 inh	TDP2 inh	LEDGF integ inh	NPR2 activator	SIAE primary	rCAG RNA binder	HTRA1 inh	mABHD4 FP	MBD2 inh	PRMT1 FP inh
31	O=C(N/N=C/c1c(O)n(CCc2ccccc2)c(=O)[nH]c1=O)c1ccncc1	8	4	-2	-3	0	27	7	20	-2	3
32	CC1CCCC(C2(O)C(=O)Nc3ccccc32)C1=O (stereo not drawn)	-2	14	1	1	3	1	3	-2	-3	3
33	CCOP(=O)(OCC)c1ccc(O)cc1	-1	-3	-6	3	-8	-4	1	-6	10	2
34	Cc1nnc(SCc2nc3ccccc3c(=O)n2-c2ccccc2Cl)n1N	-4	11	1	2	-4	2	4	-3	2	-2
35	C[C@]12CC[C@H](O)CC1C(=O)CC1C2CC[C@@]2(C)C1CC[C@@H]2O (stereo partly drawn)	2	2	2	4	0	2	-1	3	-3	-4
36	CC(=O)c1cn(Cc2ccccc2C#N)c2ccccc12	5	-4	-4	5	0	4	-9	5	4	-5
37	CN1CCCC1C(O)(c1ccccc1)c1ccccc1 (stereo not drawn)	-1	-9	1	-15	-1	-2	9	0	1	2
38	O=[N+]([O-])c1cc(F)c(N2CCCCCC2)cc1N1CCNCC1	4	-3	3	-8	1	10	2	3	-8	1
39	O=C1NC(=O)C(Cc2ccccc2)C(=O)N1	-7	-3	-7	4	5	4	4	5	-5	7
40	O=C(O)C1C2c3ccccc3C(=O)C1(C(=O)O)c1ccccc12 (stereo not drawn)	0	-1	-1	5	-1	2	1	5	0	0
41	CN(C)C1(CNC(=O)c2cc(S(=O)(=O)N3CCOCC3)c(Cl)cc2Cl)CCCCC1	-1	11	-1	3	-3	-5	-7	4	-4	0
42	CC(=O)CC(c1ccc2c(c1)OCO2)c1c(O)c2ccccc2oc1=O (stereo not drawn)	-1	-1	2	5	5	7	-4	7	1	0
43	CN(C)C(=O)Oc1ccc2c(c1)O/C(=C\c1cccc([N+](=O)[O-])c1)C2=O	6	9	1	7	7	5	10	-2	0	0
44	CC(=NCCC(c1ccccc1)c1ccccc1)c1c(O)n(C)c(=O)n(C)c1=O	-3	4	0	0	7	-3	-3	0	0	1
45	CCOC(=O)C(O)(c1ccc(N(C)C(=O)COc2ccccc2)cc1)C(F)(F)F (stereo not drawn)	-1	-3	-1	-2	4	-3	-2	-17	-4	0

Only part of the results is shown, so the mix of outcomes need not match the whole.
